Bioassay records as filed in PubChem.
M1AAP inhibition = malaria alanyl aminopeptidase activity blockers – biochemical, fluorogenic H-Leu-NHMec substrate, 1536-well (AID 1445); recombinant M1AAP, H-Leu-NHMec fluorogenic kinetic assay; higher % means a stronger effect; inhibition, % at 30 µM, or IC50 in µM where a hit was titrated; 220,000 compounds, 0.42% hits;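 active means primary inhibition above the hit cutoff, then over 50% inhibition at one or more dose response concentrations, cut at about 23% in these data, passing the limit was not always enough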;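 further: plate controls were DMSO full reaction for no effect and no enzyme background for full effect; strong numbers were not always called active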
WT yeast gro inh = growth inhibition of WT yeast, mitochondrial fusion screen. AID 1362. 190,000 compounds, 2.1% hits. mitochondrial fusion phenotypic screen, WT strain. inhibition, % at 10 µM; in the data active means inhibition above about 58%; tested in S. cerevisiae
XIAP displacement = small molecules displacing peptide from XIAP – biochemical, IAP family, fluorescence polarization (AID 1018); displacement, % at 20 µM, or IC50 in µM where a hit was titrated; 200,000 compounds, 0.007% hits; XIAP BIR domain, fluorescence polarization peptide displacement; higher % means a stronger effect; in the data active means displacement above about 50%; further: a part of the inactive calls stands beside numbers as strong as those of hits
human PMI inhibition = inhibitors of human PMI, primary screen, biochemical, fluorescence intensity, coupled assay (AID 1209) | purified PMI enzyme, coupled fluorescence intensity; higher % means a stronger effect | 190,000 compounds, 0.42% hits | inhibition, % at 20 µM, or IC50 in µM where a hit was titrated;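 further: plate controls were DMSO vehicle for no effect and wells lacking substrate for full effect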
human PMI inhibitors = MPI inhibition at elevated mannose 6-phosphate – biochemical, fluorescence intensity, high mannose 6-phosphate, primary screen (AID 1220) | recombinant PMI enzyme, coupled fluorescence intensity; higher % means a stronger effect | 190,000 compounds, 0.66% hits | inhibition, % at 20 µM, or IC50 in µM where a hit was titrated
TNAP activators = human TNAP enzyme activators, primary screen, biochemical, luminescent, no phosphate acceptor, uHTS (AID 1001). purified TNAP, luminescent activation assay, no phosphate acceptor; higher activation fold means a stronger effect. activation fold at 20 µM, or EC50 in µM where a hit was titrated. 200,000 compounds, 0.03% hits; in the data active means activation fold from about 3, or a potency from the dose series; inactive means the rest, 99 in 100 with activation fold below about 1.6; further: many of its hits are not listed in these tables
LYP inhibition = inhibitors of LYP phosphatase, biochemical, fluorescence intensity, uHTS (AID 1779); recombinant LYP phosphatase, fluorescence intensity; higher % means a stronger effect; inhibition, % at 11.5 µM, or IC50 in µM where a hit was titrated; 290,000 compounds, 0.054% hits;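 further: plate controls were vehicle with enzyme for no effect and no enzyme for full effect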
M17LAP inhibition = P. falciparum M17LAP inhibitors, primary screen, biochemical, fluorogenic H-Leu-NHMec substrate, 1536-well (AID 1619); recombinant M17LAP, H-Leu-NHMec fluorogenic kinetic assay; higher % means a stronger effect; one-dose inhibition, % at 30 µM; IC50 in µM for titrated hits; 220,000 compounds, 0.38% hits;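 active means compound inhibiting the enzyme by more than half at any dose during confirmatory dose-response retesting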;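 further: plate controls were full reaction with DMSO carrier for no effect and no enzyme background for full effect; strong numbers were not always called active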
Yfh1-depleted yeast = mitochondrial function rescue without frataxin homolog – Friedreich's ataxia, plus single-dose screen, dose response (AID 1465); S. cerevisiae Yfh1-off respiration, WST-1 reduction, 72 h; higher fold induction means a stronger effect; fold induction at 50 µM; hits with a dose series show EC50 in µM; 220,000 compounds, 0.074% hits;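 active means fold induction of absorbance versus untreated yeast above a set limit, then at least 30% activation at any dose in follow-up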;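 further: activators that raise dye reduction in frataxin-depleted yeast; strong numbers were not always called active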
WT yeast gro inh mutant strain = recorded beside WT yeast gro inh, whose call it bears; inhibition, %; mitochondrial fusion phenotypic screen, mutant strain inhibition
Starred values were filed as active, the others as inactive; i = inactive; x = no result given; & = joins results of further samples. Unless noted, no stated cut-off is given here; in the data, active means inhibition above about 50%; inactive means the rest. Rows were taken by chance. About 3.7% of those tested had a hit in this group.

SMILES	M1AAP inhibition	WT yeast gro inh	WT yeast gro inh mutant strain	XIAP displacement	human PMI inhibition	human PMI inhibitors	TNAP activators	LYP inhibition	M17LAP inhibition	Yfh1-depleted yeast
CCn1ncc(Br)c1C(=O)Nc1nccs1	18%	-2	-14	26%	7%	15%	1.2	-9%	2%	i
CCCS(=O)(=O)c1nc(S(=O)(=O)c2ccc(C)cc2)c(NCCCN(C)C)s1	2%	4	12	-6.1%	-2%	-2%	1.2	2%	3%	i
COc1ccccc1/C=N/N1C(=O)C(CC(=O)Nc2ccc([N+](=O)[O-])cc2OC)SC1=Nc1cccc(C)c1C (stereo not given)	7%	-28	19	-5.0%	9%	26%	1	4%	4%	i
S=C(NCCCN1CCOCC1)NC1CCCC1	-3%	13	-2	-8.4%	-4%	-4%	1.1	-14%	-3%	i
Brc1ccc2[nH]c3nc(SCCN4CCOCC4)nnc3c2c1	-5%	5	1	-1.0%	-43%	-40%	1.1	-4%	-6%	i
Cc1ccc([N+](=O)[O-])cc1S(=O)(=O)Nc1ccc(C(=O)N(C)C)cc1	-2%	21	3	-2.4%	1%	5%	1.1	-6%	17%	i
Cc1ccc(NC2c3ccccc3C(=O)N2CCN2CCOCC2)cc1 (stereo not given)	0%	2	13	-1.5%	7%	6%	1.1	-9%	-5%	i
CCCNC(=O)NC1CCCCCCC1	-2%	1	7	3.4%	3%	-3%	1.1	-8%	-4%	i
CC(=O)N1CC2(C)CN(C(C)=O)CC(C)(C1)C2=O	x	3	1	-4.2%	-18%	1%	1	-6%	x	i
CC(C)OC(=O)C1C(=O)CC(C)(O)C(C(=O)OC(C)C)C1c1ccc(F)cc1 (stereo not given)	-2%	-2	5	-3.0%	3%	2%	1.1	-9%	8%	i
CCC(=O)Nc1ccc(Nc2nc(Cl)nc(Nc3ccc(NC(=O)CC)cc3)n2)cc1	5%	-10	-12	-4.4%	-8%	-9%	1	1%	2%	i
CN(Cc1cccs1)C(=O)Cn1cnc2ccccc2c1=O	2%	-8	-7	0.0%	5%	2%	0.7	-7%	-9%	i
COc1ccc(N2CCN(C(c3cc(OC)ccc3OC)c3nnnn3CC3CCCO3)CC2)cc1 (stereo not given)	1%	-10	-5	-2.8%	-20%	-20%	1.1	-3%	4%	i
CN(C)c1ccc(P(=O)(OC2CCCCC2)C(Nc2ccccc2)c2cccnc2)cc1 (stereo not given)	4%	x	x	x	x	x	x	-2%	-5%	i
CC(C)c1nc(-c2ccccn2)no1	2%	13	26	1.2%	2%	2%	1.1	-6%	-12%	i
COc1cc(/C=C2\SC(=Nc3cccnc3)NC2=O)cc(OC)c1OC	4%	x	x	x	x	x	x	-2%	2%	i
CCN(CC)S(=O)(=O)c1cccc(-c2nnc(SCC(=O)N3CCC(C(=O)O)CC3)n2N)c1	0%	-13	1	-2.6%	-8%	0%	1.1	-6%	-2%	i
C=C(C)Cc1c(C)nc(-c2ccccc2)[nH]c1=O	3%	3	-6	-4.8%	3%	6%	1.1	-4%	-11%	i
COc1ccc(/C=C2\CCCC3C2=NC(=S)NC3c2ccc(OC)cc2)cc1 (stereo not given)	11%	72*	47*	-2.9%	-41%	-94%	0.9	2%	3%	i
O=C(Cc1ncc(C(F)(F)F)cc1Cl)N1CCN(c2ccc(F)cc2)CC1	8%	1	-9	-3.9%	3%	0%	1.1	3%	-8%	i

The final two compounds of the section above open the next one.
SMILES	M1AAP inhibition	WT yeast gro inh	WT yeast gro inh mutant strain	XIAP displacement	human PMI inhibition	human PMI inhibitors	TNAP activators	LYP inhibition	M17LAP inhibition	Yfh1-depleted yeast
COc1ccc(/C=C2\CCCC3C2=NC(=S)NC3c2ccc(OC)cc2)cc1 (stereo not given)	11%	72*	47*	-2.9%	-41%	-94%	0.9	2%	3%	i
O=C(Cc1ncc(C(F)(F)F)cc1Cl)N1CCN(c2ccc(F)cc2)CC1	8%	1	-9	-3.9%	3%	0%	1.1	3%	-8%	i
O=C(Cn1c(-c2cncs2)nc2ccccc21)NC1CCCC1	15%	12	13	-0.6%	6%	1%	1.2	1%	0%	x
O=C(CCCCCCCCCCC(=O)NCc1cccnc1)NCc1cccnc1	-2%	x	x	x	x	x	x	-5%	1%	i
COc1cccc(C(C#N)N2CCCCC2)c1O (stereo not given)	0%	5	-30	-3.1%	24%	24%	1.6	-10%	1%	i
COC(=O)CSC1=C(C#N)C(c2ccc(C)o2)CC(=O)N1 (stereo not given)	-3%	9	4	-5.8%	x	x	1.1	-5%	4%	i
O=c1c2ccccc2ncn1Cc1ccccc1	3%	x	x	x	x	x	x	-3%	3%	i
CCNC(=S)N1CCc2cc(OC)c(OC)cc2C1COc1ccccc1OC (stereo not given)	1%	-4	16	-7.9%	17%	18%	1.1	2%	-2%	i
CCn1c(CCNC(=O)c2ccc(Cl)cc2)n[nH]c1=S	-3%	-9	-17	-0.7%	3%	2%	0.9	-10%	1%	i
CN(C)C(=O)C12CCC(C)(c3nc4ccccc4nc31)C2(C)C (stereo not given)	8%	0	-5	-5.0%	0%	-6%	1	-1%	6%	i
Cc1ccc2[nH]c(O)c(N=NC(N)=S)c2c1	30%	x	x	x	x	x	x	3%	-5%	i
COc1ccc(CC(=O)NCC(c2ccc(OC)cc2)N(C)C)cc1 (stereo not given)	-1%	6	9	-6.7%	5%	6%	1.1	-4%	-4%	i
O=C1CC(C(=O)NCc2ccccc2)C2(CCCC2)O1 (stereo not given)	2%	65*	11*	-1.9%	-3%	-7%	1.1	-6%	-1%	i
O=C(NC(Cc1ccccc1)C(=O)O)/C(=C\c1ccc(Cl)cc1)NC(=O)c1ccccc1 (stereo not given)	6%	13	1	-0.5%	10%	6%	1	-5%	1%	i
CCc1ccc(-c2nc(CSCC(=O)NCCCN3CCCC3=O)c(C)o2)cc1	0%	-6	3	-4.7%	-1%	-4%	1.1	-4%	-1%	i
C=CCn1c(C)c(C(C)=O)c(N2CCCC2)nc1=S	-8%	10	4	0.4%	14%	15%	1.1	-7%	15%	i
FC(F)(F)C1=CC(c2ccccc2)=NCCN1	8%	-14	4	-4.6%	2%	0%	1.1	-2%	21%	i
Cc1ccc(S(=O)(=O)N2CCC(C(=O)Nc3nnc(COc4ccccc4)s3)CC2)cc1	-2%	-1	4	0.5%	14%	16%	1.1	-1%	-15%	i
O=S(=O)(NCc1ccco1)c1ccc(S(=O)(=O)N2CCCCC2)cc1	-4%	-12	13	0.0%	2%	-2%	1.1	-3%	3%	i
O=C(NCc1ccc(F)cc1)c1cc2sccc2n1Cc1ccc(F)cc1	2%	7	7	-11%	2%	-4%	1	5%	11%	i
CCN(CC)S(=O)(=O)c1ccc(/C=C/C(=O)Nc2ccccc2N2CCOCC2)cc1	4%	x	x	x	x	x	x	-4%	0%	i
CCNc1nc2c(c(=O)n(Cc3ccccc3)c(=O)n2C)n1Cc1ccccc1	3%	7	6	0.0%	-1%	0%	1.1	1%	1%	i
Cc1cccc(N2N=C(C(=O)N3CC(=O)Nc4ccccc43)CCC2=O)c1	-3%	6	-7	-7.1%	-24%	-14%	1.1	-2%	12%	i
Cc1ccc(S(=O)(=O)N(C)C)cc1NC(=O)CSc1nnnn1-c1ccc(O)cc1	5%	x	x	x	x	x	x	2%	3%	i
CCCCCCNS(=O)(=O)c1nc2nc(C)cc(C)n2n1	1%	13	5	-3.9%	4%	4%	1.1	4%	3%	i
COc1cc2c(cc1OC)CN(C(=O)c1ccc(OC)c([N+](=O)[O-])c1)CC2	2%	x	x	x	x	x	x	-6%	4%	i
CC(=O)c1ccc(N2CCN(C(=O)c3ccc4c(Cl)c5c(nc4c3)CCCC5)CC2)cc1	2%	-2	-4	-2.2%	3%	-7%	1.1	7%	2%	i
COc1ccc(NC(=O)c2ccc([N+](=O)[O-])cc2[N+](=O)[O-])c(OC)c1	3%	-3	10	0.9%	5%	19%	1	-6%	3%	i
COc1ccc(N2CCN(C(CNC(=O)c3ccc4c(c3)OCO4)c3cccnc3)CC2)cc1 (stereo not given)	-5%	20	26	-3.8%	4%	8%	1.1	-3%	11%	i
OC(CNC1CCCC1)COc1ccc(-c2ccccc2)cc1 (stereo not given)	4%	27	32	-5.8%	-4%	-4%	1.1	-6%	-2%	i
CCCOc1ccc(Br)cc1/C=N/O	-6%	10	-5	-1.4%	14%	6%	1.1	-8%	-8%	i
Cc1ccccc1CNC(=O)CN(c1cccc([N+](=O)[O-])c1)S(C)(=O)=O	3%	-2	11	-3.3%	-5%	2%	1.1	4%	-1%	i
CCCCCNC(=O)C(C#N)c1nc2ccccc2nc1N1CCCC1 (stereo not given)	0%	28	8	-4.5%	-18%	-32%	1	-2%	1%	i
COc1ccc(Cl)cc1NC(=O)/C=C/C(=O)O	-1%	x	x	x	x	x	x	-7%	-4%	i
Cc1ccc(Cn2c(CN(C)Cc3ccccc3)nc3c2c(=O)n(C)c(=O)n3C)cc1	10%	36	21	-21%	14%	6%	1	0%	6%	i
COc1ccc(OC)c(NC(=O)COC(=O)CSc2ccc(Cl)cc2)c1	12%	3	-5	-4.8%	15%	4%	0.9	-5%	12%	i
O=C(NCCC1=CCCCC1)C(=O)NCC1OCCCN1S(=O)(=O)c1ccccc1 (stereo not given)	2%	-13	-4	-5.9%	11%	16%	1.1	0%	5%	i
COc1ccc2cc(CCNC(=O)C(C)C)c(=O)[nH]c2c1	5%	11	2	-1.2%	4%	7%	1.1	-2%	9%	i
CCCCNc1nc2ccccc2[nH]1	3%	x	x	0.6%	-4%	-5%	1.1	-3%	8%	i
CCN1CCN(CC(O)COc2ccc(C(C)=O)cc2)CC1 (stereo not given)	1%	13	11	-0.9%	4%	8%	1.1	-10%	13%	i
COC(=O)c1ccc(NC(=O)Nc2ccccc2C)cc1	0%	12	4	-14%	-5%	-4%	1.3	-4%	-2%	i
CCN(CC)c1ccc(/C=c2\sc3nc4ccccc4n3c2=O)c(O)c1	21%	45	24	0.6%	0%	42%	1.2	-2%	-20%	i
COc1cc2nc(N3CCN(C(=O)C4CCCO4)CC3)nc(N)c2cc1OC (stereo not given)	-3%&5%&-4%	13&16&5	8&-8&-17	-4.9%&-7.0%&1.4%	12%&-15%&0%	18%&5%&11%	1.1&1.1&1.1	-9%&-10%&-8%	-230%&-114%&-7%	i
Cc1ccc(S(=O)(=O)NC(C(=O)N2CCOCCOCCOCC2)c2ccccc2)cc1 (stereo not given)	8%	-15	15	-5.8%	-5%	8%	0.9	-12%	-3%	i
COc1ccc(-c2nc(CSCC(=O)NCc3ccc4c(c3)OCO4)c(C)o2)cc1OC	7%	7	-2	-4.0%	16%	13%	1.1	-2%	1%	i
CS(=O)(=O)N1CCN(Cc2ccc(C(F)(F)F)cc2)CC1	2%	14	19	-11%	14%	4%	1.1	-4%	4%	i

Arranged by value in WT yeast gro inh mutant strain (smallest number first): four from the list above
SMILES	WT yeast gro inh mutant strain
O=C(NCCC1=CCCCC1)C(=O)NCC1OCCCN1S(=O)(=O)c1ccccc1 (stereo not given)	-4
CCN(CC)S(=O)(=O)c1cccc(-c2nnc(SCC(=O)N3CCC(C(=O)O)CC3)n2N)c1	1
Cc1ccc([N+](=O)[O-])cc1S(=O)(=O)Nc1ccc(C(=O)N(C)C)cc1	3
CCNc1nc2c(c(=O)n(Cc3ccccc3)c(=O)n2C)n1Cc1ccccc1	6
